From PubChem
Myeloid diff MLP = promotes myeloid progenitor differentiation | ER-HoxA9 myeloid progenitors, lysozyme-GFP differentiation, flow cytometry | calls only at 10 µM | actives 1% (n = 360,000) | AID 624256;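 active = normalized GFP-positive differentiation at or above the plate's own cutoff, the solvent-only control mean plus 3 SD; inconclusive = no clear call, values can overlap the other calls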;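 also: cells exposed to compound for four days before flow analysis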
NTR1 ag = agonists of NTR1, primary screen, imaging, U2OS cells, beta-arrestin-GFP, high content (AID 493036) | NTR1-U2OS beta-arrestin-GFP spot imaging, agonist mode | actives 0.17% (n = 330,000) | activation, % at 20 µM;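 active = activation at or above 40% of the spot to cytoplasm intensity ratio, with at least 20 cells analyzed; inconclusive = wells under 20 cells, flagged as cytotoxic or low count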;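 also: 0% = DMSO without peptide and 100% = 100 nM NTR1 peptide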
Target sequence (P30989 whole entry, looked up): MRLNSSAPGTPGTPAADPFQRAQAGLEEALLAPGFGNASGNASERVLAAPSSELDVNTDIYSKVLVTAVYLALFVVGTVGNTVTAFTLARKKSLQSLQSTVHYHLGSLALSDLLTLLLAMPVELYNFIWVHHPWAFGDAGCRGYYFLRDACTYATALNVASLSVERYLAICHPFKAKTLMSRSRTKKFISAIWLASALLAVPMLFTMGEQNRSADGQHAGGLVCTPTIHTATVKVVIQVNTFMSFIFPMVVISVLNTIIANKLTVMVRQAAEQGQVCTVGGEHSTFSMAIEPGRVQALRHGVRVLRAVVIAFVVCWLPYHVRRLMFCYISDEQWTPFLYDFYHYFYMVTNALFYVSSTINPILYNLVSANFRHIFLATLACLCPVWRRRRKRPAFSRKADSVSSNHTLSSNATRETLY
K1F lysis inhibition = protection from phage-mediated lysis, alamar blue read-out – E. coli UTI89, K1F phage, bacterial capsule biogenesis inhibitors (AID 488966). E. coli UTI89 K1F phage lysis, alamar blue, 2 h; higher % means a stronger effect. one-dose inhibition, % at 100 µM; IC50 in µM for titrated hits. actives 0.02% (n = 340,000);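 active = phage lysis inhibition, versus mean bacterial control, above a set limit; inconclusive = no clear call, values can overlap the other calls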;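 also: capsule biogenesis inhibitors block K1F phage lysis so surviving cells raise fluorescence; higher fluorescence means more inhibition of phage lysis; actives were called in the ten point dose series up to 300 µM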
RSV antiviral HEp-2 = inhibition of RSV-induced cytopathic effect – HEp-2 cells, primary 10 µM value included (AID 2391) | CPE inhibition, % at 10 µM; hits with a dose series show IC50 in µM | HEp-2 cells, RSV-induced CPE inhibition; higher % means a stronger effect | actives 0.13% (n = 310,000); in the data active = a potency from the dose series; inconclusive = CPE inhibition mostly from about 23% at the one dose, without a potency; inactive = the rest, 99 in 100 with CPE inhibition below about 21%; also: strong numbers were not always called active
T cell modulator = modulates CD8 T cell binding to vesicles. actives 0.068% (n = 330,000). 2C CD8+ T cell-vesicle binding, flow cytometry; active compounds read low. AID 2052. calls only at 7 µM;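 active = response, share of CD8 T cells binding vesicles, and their 90th percentile fluorescence all below set limits, cut at about 80% in these data, passing the limit was not always enough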
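incubation = binding step 1.5 h, 37 °C, antibody labelling 20 min, ice | test system = 2C mouse CD8+ T cells | read-out basis = percent CD8+ FL2 mean versus row control | controls = Peptide-free naked vesicles (low) and QL9 vesicles with 0.7% DMSO vehicle (high) | detection = flow cytometry of vesicle-bound cells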
MgcRacGAP inhibition = MgcRacGAP GTPase-activating activity inhibitors, confirmation, biochemical, ADP Hunter fluorescence. AID 624330. inhibition, % at 30 µM, or IC50 in µM where a hit was titrated. MgcRacGAP-stimulated Rac1 GTP hydrolysis, ADP Hunter fluorescence; higher % means a stronger effect; GST-tagged Rac1 F28L mutant substrate. actives 0.6% (n = 340,000);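 active = first-screen hits whose inhibition reached a set limit at any dose in the follow-up dose series; inconclusive = inhibition above the set first-screen limit but never retested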;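 also: fluorescence reports GDP produced by GAP-driven GTP hydrolysis; strong numbers were not always called active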
TNAP activators = stimulation of alkaline phosphatase TNAP activity – biochemical, luminescent, no phosphate acceptor, uHTS, primary screen (AID 1001). purified TNAP, luminescent activation assay, no phosphate acceptor; higher activation fold means a stronger effect. one-dose activation fold at 20 µM; EC50 in µM for titrated hits. actives 0.03% (n = 200,000); in the data active = activation fold from about 3, or a potency from the dose series; inactive = the rest, 99 in 100 with activation fold below about 1.6; also: many of its hits are not listed in these tables
PhoP inhibition = PhoP-dependent GFP reporter repression – Salmonella Typhimurium, primary screen (AID 1863); S. Typhimurium PhoP-regulated promoter GFP reporter, 4 h; higher % means a stronger effect; one-dose inhibition, % at 50 µM; IC50 in µM for titrated hits; actives 0.16% (n = 300,000);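 active = inhibition over 29.93%, a cutoff 3 SD above the screen mean, later confirmed by dose response; inconclusive = inhibition over 29.93% but no dose response follow-up; inactive = inhibition at most 29.93% or unconfirmed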;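 also: 0% = low Mg2+ inducing control and 100% = high Mg2+ repressing control; strong numbers were not always called active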
SV40 large T antigen = TAg ATPase/helicase activity blockers – biochemical (AID 1903) | inhibition, % at 20 µM; hits with a dose series show IC50 in µM | SV40 large T antigen ATPase/helicase inhibition assay; higher % means a stronger effect | actives 0.39% (n = 310,000); in the data active = a potency from the dose series; inconclusive = inhibition mostly from about 32% at the one dose, without a potency; inactive = the rest, 99 in 100 with inhibition below about 32%; also: strong numbers were not always called active
T cell modulator vesicle-bound % = further read-out of T cell modulator, marked with its call; double positive events, %; measured here: CD8+ vesicle-bound cell fraction;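 binding gate set so that unloaded-vesicle control wells show 10% double positive cells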
NTR1 ag cell count 20 µM = recorded beside NTR1 ag, whose call it bears; cell count; measured here: cell count, cytotoxicity flag
Myeloid diff MLP GFP+ MAC1+ % = second read-out of Myeloid diff MLP, no call of its own (marks repeat the call); GFP+ MAC1+ double positive, %; measured here: differentiation confirmed by MAC1 staining
Numbers without * were called inactive; i = inactive; ? = inconclusive; nt = no result given; + = active, no number; [ ] = another dose, or the depositor's remark.

SMILES	Myeloid diff MLP	Myeloid diff MLP GFP+ MAC1+ %	NTR1 ag	NTR1 ag cell count 20 µM	K1F lysis inhibition	RSV antiviral HEp-2	T cell modulator	T cell modulator vesicle-bound %	MgcRacGAP inhibition	TNAP activators	PhoP inhibition	SV40 large T antigen
Cc1nc(SCC(=O)NCC2CCCO2)c2oc3ccccc3c2n1 (stereo not given)	i	11	-0.8	42	1.0%	0.6%	i	17	1%	1.1	1%	4%
Cc1ccc(NS(=O)(=O)c2cc(N)ccc2Cl)c(C)c1	i	0.6	0.6	61	-0.1%	2.8%	i	44	12%	nt	-12%	9%
Cc1ccc(N(C)S(=O)(=O)c2cccc(C(=O)NNC(=O)c3ccncc3)c2)cc1	i	1.2	2.0	54	-0.2%[50 µM]	1.3%	i	44	-2%	nt	nt	nt
Cc1ccc(NC(=O)N2CCCC2C(=O)Nc2ccc3c(c2)OCO3)cc1 (stereo not given)	i	0.6	-3.6	52	0.3%	-0.3%	i	40	9%	nt	-5%	17%
O=C(COc1ccccc1[N+](=O)[O-])N/N=C/C=C/c1ccco1	i	0.6	0.0	85	-1.1%	0.5%	i	23	13%	1	9%	20%
OCCN(CCO)c1ccc(C(c2ccc(Cl)cc2)c2ccc(N(CCO)CCO)cc2Cl)c(Cl)c1	i	0.6	35	75	-0.6%	-1.3%	i	27	2%	1	16%	2%
Cc1ccc(O)c(O)c1	nt	nt	5.0	89	nt	1.6%	i	23	nt	nt	6%	?
CCOc1ccc(S(=O)(=O)N(CC)CC(=O)N2CCCC2)cc1C	i	0.4	-0.1	65	-1.2%	3.7%	i	21	-2%	nt	-2%	9%
Oc1cccc(/C=N/N2CCN(C3c4ccccc4-c4ccccc43)CC2)c1	i	0.2	35	36	-1.8%[50 µM]	7.0%	i	26	3%	nt	-2%	5%
COc1ccc(-n2c(CCc3ccccc3)n[nH]c2=S)cc1	i	0.2	0.7	45	-0.2%	0.5%	i	30	-7%	1.4	4%	10%
Cc1nnc(N=c2ssnc2Cl)o1	i	1.2	4.1	51	-4.0%	3.9%	i	21	70µM*	nt	nt	nt
COc1ccc(-c2nc(CS(=O)CC(=O)N3CCc4ccccc4C3)c(C)o2)cc1 (stereo not given)	i	2.0	-3.5	54	1.9%	1.6%	i	41	1%	1	9%	-1%
COc1ccccc1C(=O)C1CCCN(Cc2ccc(Oc3ncccn3)cc2)C1 (stereo not given)	i	0.7	0.0	53	-0.1%	-0.9%	i	38	-5%	1.1	nt	nt
COc1cccc(-n2nnc3c(=O)n(CC(=O)NCC4CCCO4)cnc32)c1 (stereo not given)	i	0.5	1.9	90	-0.2%	0.4%	i	28	3%	1.1	1%	2%
CC(=O)Nc1ccc(S(=O)(=O)NCCCN2CCN(Cc3ccccc3)CC2)cc1Cl	i	0.3	2.5	56	0.3%	-0.1%	i	48	8%	nt	-2%	14%
CCOC(=O)C(Sc1nnc(-c2ccncc2)o1)C(C)=O (stereo not given)	i	0.5	-1.4	83	0.1%	0.2%	i	47	11%	1.1	1%	20%
COc1ccc(NC2CCCN(C(=O)CN3CCOC3=O)C2)cc1OC (stereo not given)	i	5.0	0.3	67	0.1%	1.2%	i	26	23%	nt	4%	30%
Cc1cccc(NC(=O)CCS(=O)(=O)c2ccc3c(c2)NC(=O)CS3)n1	i	2.1	-0.4	47	0.1%	nt	i	23	1%	nt	0%	5%
O=c1oc2ccccc2c(Nc2cccc(O)c2)c1[N+](=O)[O-]	i	0.3	-1.1	71	0.1%	0.1%	i	32	16%	1	-1%	4%
CC(/C=N/Nc1nncc(=O)[nH]1)=C\c1ccccc1	i	0.7	0.2	60	1.7%[50 µM]	2.5%	i	6	8%	1	-10%	2%

Individual results from the list.
Value for COc1ccc(-c2nc(CS(=O)CC(=O)N3CCc4ccccc4C3)c(C)o2)cc1 (stereo not given) under K1F lysis inhibition: 1.9%
Value for COc1ccc(NC2CCCN(C(=O)CN3CCOC3=O)C2)cc1OC (stereo not given) under T cell modulator vesicle-bound %: 26

Additional entries
SMILES	Myeloid diff MLP	Myeloid diff MLP GFP+ MAC1+ %	NTR1 ag	NTR1 ag cell count 20 µM	K1F lysis inhibition	RSV antiviral HEp-2	T cell modulator	T cell modulator vesicle-bound %	MgcRacGAP inhibition	TNAP activators	PhoP inhibition	SV40 large T antigen
CCOC(=O)[C@@H]1[C@H]2COc3ccccc3[C@H]2N2C(=O)N(c3cccc(C)c3)C(=O)[C@]12C	i	1.5	-0.6	61	2.1%	nt	i	15	9%	nt	nt	nt
COC(=O)C1CCCN1C(=O)c1cccs1 (stereo not given)	+	3.1*	-0.6	58	0.9%	0.6%	i	33	6%	1	1%	-4%
O=C(c1ccc(S(=O)(=O)N2CCCCCC2)cc1)N1CCN(c2ccccc2F)CC1	i	2.0	2.4	61	1.9%[50 µM]	1.6%	i	23	10%	nt	-3%	7%
O=C(Nc1ccc(Cl)cc1)C1C2CCCCC21 (stereo not given)	i	0.5	-0.2	38	1.3%	-0.2%	i	49	8%	nt	-8%	0%
COc1cccc(NC(=O)N2CCCC2C(=O)NC23CC4CC(CC(C4)C2)C3)c1 (stereo not given)	i	0.5	1.1	61	0.1%	1.0%	i	52	4%	nt	-3%	-34%
O=S(=O)(c1ccc(-c2ccon2)s1)N1CCCC1	i	1.4	-0.3	48	-2.4%	nt	i	26	-17%	nt	-10%	15%
O=C(CCCc1ccccc1)Nc1nncs1	i	0.6	0.0	31	0.9%	-2.1%	i	30	1%	1.1	3%	9%
Nc1nc(N)c2nc(-c3ccccc3)c(N)nc2n1	+	4.4*	1.9	58	-4.5%	-0.5%	i	16	5%	1.1	2%	17%
O=C(NCc1ccc(F)cc1)c1cccnc1C(=O)O	i	0.8	-1.1	85	0.1%	1.6%	i	51	4%	nt	0%	5%
CC1(C)CC(=O)C(N=Nc2ccc(S(=O)(=O)N3CCCCCC3)cc2)=C(O)C1	i	1.2	-0.1	76	2.9%	1.3%	i	52	6%	0.8	0%	-6%
CC(C)C(OC(=O)c1oc2ccccc2c1CSC1CCCCC1)C(=O)NC(N)=O (stereo not given)	nt	nt	-0.8	95	nt	0.2%	i	49	nt	1	-7%	5%
O=C1c2ccccc2C(=O)N1CCc1nn[nH]n1	i	0.6	-1.6	49	0.0%	0.5%	i	35	-6%	1.1	1%	3%
Cc1c(CN(C)Cc2cn(C)nc2-c2ccccc2F)[nH]c2ccccc12	i	0.4	0.3	66	1.0%	-0.9%	i	43	7%	1.1	1%	10%
CN1C(C(=O)NCc2ccco2)=CC(c2ccc(F)cc2)=NS1(=O)=O	i	6.3	-1.6	51	0.1%	-0.2%	i	13	14%	nt	-4%	20%
CCNC(=O)COC(=O)c1ccc(NS(=O)(=O)c2ccc3c(c2)OCCO3)cc1	i	0.3	-1.3	28	-0.1%	0.9%	i	53	9%	1.1	11%	-6%
COc1ccc(NC(=O)COC(=O)CNC(=O)c2cccs2)cc1Cl	i	1.9	-1.6	50	1.3%[50 µM]	1.5%	i	36	2%	nt	nt	nt
OC(COc1cccc2ccccc12)CN1CCN(c2ccccn2)CC1 (stereo not given)	i	1.3	-0.3	71	-1.6%	0.9%	i	49	5%	1.1	20%	7%
C=CCn1c(=O)c2ccccc2n2c(SCc3cc(=O)n4ccsc4n3)nnc12	i	0.3	-1.2	50	0.1%	5.0%	i	4	9%	1.1	5%	-1%
CC(c1ccccc1)N1CNc2c(c(=O)n(C)c(=O)n2C)C1 (stereo not given)	i	0.4	1.3	41	0.7%	0.4%	i	45	7%	1.1	0%	5%
O=C(c1cc(-c2cccc(O)c2)on1)N1CCOCC1	i	1.1	-1.6	57	1.1%	2.1%	i	53	3%	1.1	16%	9%
CCSc1ncc(Cl)c(C(=O)N(Cc2ccc(N(C)C)cc2)C2CCS(=O)(=O)C2)n1 (stereo not given)	i	2.5	nt	nt	-0.4%	nt	nt	nt	-11%	1.1	6%	9%
CC1CN(C(=O)c2ccc(CNS(=O)(=O)c3cccc(Cl)c3)cc2)CC(C)O1 (stereo not given)	i	1.6	0.7	75	1.1%[50 µM]	nt	nt	nt	7%	nt	nt	nt
CC1Oc2ccccc2C=C1/C=N/Nc1ccc(C(=O)O)cc1 (stereo not given)	i	0.2	-0.6	50	0.5%	1.7%	i	22	18%	nt	-13%	28%
COc1ccc(C(=O)OCC(=O)NCC2CCCO2)c(F)c1 (stereo not given)	i	0.8	3.5	87	1.6%[50 µM]	3.3%	i	42	2%	nt	nt	nt
Cc1c(S(=O)(=O)N2CCCCC2)c(=O)n(C)c(=O)n1C	i	1.7	-0.8	63	0.8%[50 µM]	1.0%	i	50	8%	nt	0%	12%
CCC(C)NC(=O)COC(=O)c1ccccc1OCC(=O)Nc1ccc(Br)cc1 (stereo not given)	i	0.5	4.7	40	-0.4%	5.9%	i	21	-3%	1.3	1%	5%
COc1cc(/C=C(/C#N)C(=O)NC(C)c2ccccc2)cc(OC)c1O (stereo not given)	i	2.3	1.8	54	-0.8%	-0.9%	i	20	14%	nt	3%	?
Cc1ccc(NS(=O)(=O)c2cc(C(=O)NCCCN(C)C)ccc2Cl)cc1Cl	i	0.1	0.0	63	1.1%[50 µM]	nt	nt	nt	2%	nt	nt	nt
CCN(CC)C(=S)SC1CCCCN(C(=O)c2ccccc2)C1=O (stereo not given)	i	0.2	2.0	72	0.1%	-1.4%	i	25	8%	nt	2%	11%
CCCn1c(N)c(N2CCCCC2)c(=O)n(CC(=O)Nc2ccccc2C(F)(F)F)c1=O	i	0.6	2.5	65	4.4%	nt	i	50	16%	nt	nt	nt
COc1ccc(NCC(=O)n2c(C)c(C)c3ccccc32)cc1	i	0.4	0.4	60	0.0%	-1.9%	i	55	8%	1.2	-1%	9%
CC(C)c1ccc(CNc2cc(N3CCCC3)ccc2[N+](=O)[O-])cc1	i	1.2	8.1	35	3.4%	-0.6%	i	11	3%	1	0%	6%
COc1ccc([N+](=O)[O-])cc1NC(=O)C(C)N1CCN(C(=O)c2ccco2)CC1 (stereo not given)	i	0.2	0.3	40	-0.4%	1.8%	i	51	2%	1	2%	9%
Cn1c(Cn2c(=O)sc3ccccc32)nnc1SCC(=O)Nc1ccccc1	i	1.5	-1.4	56	5.8%	-0.4%	i	37	0%	1.1	0%	0%

The order is random, and some 2.3% of all compounds hit somewhere here.
